Assay outcomes: PubChem, several laboratories
NOD2-RIPK2 inh: NOD2-RIPK2 protein interaction inhibition | O43353 | CHO BLA complementation NOD2-RIPK2, CCF4 ratio | inhibition, % at 4.98 µM | 360,000 compounds, 0.38% hits; in the data active = inhibition above about 21%;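 note: 0% = vehicle only and 100% = reference blocker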
HTR2A ag: activates the mouse 5-HT2A serotonin receptor; activation, % at 7.6 µM; CHO-K1 mHTR2A beta-arrestin complementation, luminescence; percent of 30 µM serotonin response; P35363; 360,000 compounds, 0.66% hits;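 active = activation above a run cutoff, the mean activation of all tested compounds plus 3 SD, cut at about 14% in these data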;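 note: 0% = plate median of compound wells and 100% = 30 µM serotonin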
Target sequence (P35363 whole entry, looked up): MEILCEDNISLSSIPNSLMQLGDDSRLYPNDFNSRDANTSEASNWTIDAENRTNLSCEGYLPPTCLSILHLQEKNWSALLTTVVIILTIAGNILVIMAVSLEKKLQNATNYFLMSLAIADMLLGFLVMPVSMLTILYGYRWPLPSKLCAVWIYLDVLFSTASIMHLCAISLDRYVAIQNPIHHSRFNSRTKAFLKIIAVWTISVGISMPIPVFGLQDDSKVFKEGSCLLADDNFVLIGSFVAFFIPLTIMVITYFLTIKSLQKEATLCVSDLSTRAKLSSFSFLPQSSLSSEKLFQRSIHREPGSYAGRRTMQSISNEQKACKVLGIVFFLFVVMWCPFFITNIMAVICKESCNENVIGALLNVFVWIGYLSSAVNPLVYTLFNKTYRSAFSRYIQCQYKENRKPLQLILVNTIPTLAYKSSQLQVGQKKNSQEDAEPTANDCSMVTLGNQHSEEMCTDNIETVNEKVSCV
ABHD5 PLIN5 PPI: blocks binding of human ABHD5 to perilipin-5; Q00G26+Q8WTS1; Split G. princeps luciferase complementation, luminescence, 4 h; inhibition, % at 4 µM; 360,000 compounds, 0.78% hits;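 active = inhibition above the mean inhibition across every tested compound plus 3 SD, cut at about 22% in these data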;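 note: 0% = DMSO only wells and the 100% control is not disclosed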
SRC2 inh: human SRC2 (NCOA2) inhibition. Q15596. HEK293 GAL4-SRC2 luciferase reporter, luminescence. inhibition, % at 9 µM. 370,000 compounds, 0.17% hits. AID 651957;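 active = inhibition above the mean inhibition of all tested compounds plus 3 SD, set per campaign, cut at about 52% in these data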;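 note: 0% = DMSO treated cells and 100% = cells given Gossypol at 36 µM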
Glyco luc inh: N-linked glycosylation inhibition; 360,000 compounds, 0.23% hits; reporter increase, % at 12.5 µM; D54 ERlucT glycosylation luciferase reporter, 24 h; percent of 100 nM tunicamycin response;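 active = mean luciferase reporter signal, scaled so untreated is 0 and the glycosylation-blocking control 100, at or above a set limit in every replicate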;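 note: luciferase carries N-glycosylation sites so blocking glycosylation raises the light; 0% = median of neutral control wells and 100% = median of 100 nM tunicamycin wells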
Cardio protect: modulators protecting cardiomyocytes from myocardial damage; H9c2 cardiomyocytes, H2O2 injury protection, ATPLite, 2 h; protection from H2O2 cell death, % at 20 µM; 360,000 compounds, 0.63% hits;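 active = compounds giving at least 50% protection of heart cells from peroxide-induced death in the single-dose screen, raw or plate-pattern-corrected value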;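 note: 0% = DMSO wells with peroxide and 100% = DMSO wells without peroxide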
ABCB6 inh 2: human ABCB6 transporter inhibition; Q9NP58; K562-ABCB6 porphyrin accumulation, flow cytometry, 1 h; active compounds read low; fluorescence ratio to DMSO, % at 10 µM; 360,000 compounds, 0.19% hits; AID 602162;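 active = fluorescence ratio to DMSO below 75%, the collection mean minus 3 SD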;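 note: signal is porphyrin accumulated inside mitochondria; 100% equals median channel fluorescence of DMSO control wells; lower ratio means ABCB6 inhibition with less porphyrin fluorescence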
MC4R antagonist: human MC4R antagonism in cAMP assay; P32245; MC4R-expressing cells, MTII-stimulated cAMP, LANCE TR-FRET; inhibition, % at 6.5 µM; 360,000 compounds, 0.48% hits; AID 540295;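 active = inhibition above its plate's cutoff, the mean of tested wells on that plate plus 3 SD, cut at about 29% in these data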;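 note: 0% = Melanotan II alone and 100% = Melanotan II plus saturating MCL0020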
Target sequence (P32245 whole entry, looked up): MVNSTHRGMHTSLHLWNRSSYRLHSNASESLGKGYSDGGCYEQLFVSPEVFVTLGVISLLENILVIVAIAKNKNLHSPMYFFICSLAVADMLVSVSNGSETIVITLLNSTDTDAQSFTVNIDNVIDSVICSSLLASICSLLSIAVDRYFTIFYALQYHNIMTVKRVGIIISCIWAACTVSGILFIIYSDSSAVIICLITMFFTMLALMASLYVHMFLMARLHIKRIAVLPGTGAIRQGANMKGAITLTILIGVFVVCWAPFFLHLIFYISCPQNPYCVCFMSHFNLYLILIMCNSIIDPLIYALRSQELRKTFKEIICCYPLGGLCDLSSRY
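material = U2OS cells stably expressing human melanocortin 4 receptor (MC4R) | also added = Melanotan II challenge | dosing = single nominal compound dose of 6.5 µM | detection = TR-FRET with Eu-cAMP and labeled anti-cAMP, 671 nm | replication = singlicate | timing = compound 30 min, challenge 1 h, detection 1 h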
MC4R ag barr: agonists of human melanocortin 4 receptor (MC4R) beta-arrestin | activation, % at 8.9 µM | 360,000 compounds, 0.98% hits | AID 540308 | P32245 | U2OS MC4R beta-arrestin complementation, luminescence; percent of melanotan II response, DMSO zero;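 active = activation above a per-plate cutoff, the mean activation of sample wells on that plate plus 3 SD, cut at about 8% in these data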
TLR9-MyD88 inh: blocks human TLR9 binding to MyD88; CHO BLA complementation TLR9-MyD88, CCF4 FRET ratio; inhibition, % at 4.98 µM; 340,000 compounds, 0.21% hits; AID 504734;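 active = inhibition above the mean over all tested compounds plus 3 SD, cut at about 21% in these data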;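 note: 0% = DMSO only wells and 100% = clavulanate BLA inhibitor control wells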
An asterisk follows results filed as active; . = not tested or not shown.

SMILES | NOD2-RIPK2 inh | HTR2A ag | ABHD5 PLIN5 PPI | SRC2 inh | Glyco luc inh | Cardio protect | ABCB6 inh 2 | MC4R antagonist | MC4R ag barr | TLR9-MyD88 inh
Cc1cc(C)nc(NS(=O)(=O)c2ccc(Br)cc2)n1 | -8 | -3 | 0 | -14 | -1 | -2 | 100 | 0 | -0.7 | 4
O=C(N[C@H]1CC[C@@H](CCNS(=O)(=O)c2ccccc2Cl)O[C@@H]1CO)c1ccccc1 | -16 | 1 | 7 | 14 | . | . | . | . | . | .
CC(=O)NNc1nc(-c2ccccc2)c2cc(Br)ccc2n1 | -1 | -3 | -6 | 5 | 3 | -1 | 82 | 2 | -1.1 | -5
C[C@@]12C(=O)Nc3ccccc3C(=O)N1[C@H]1c3cc(Br)ccc3OC[C@@H]1[C@@H]2c1ccccc1 | -10 | 4 | 1 | -20 | 0 | 8 | 96 | 7 | -2.1 | -5
O=C(COC(=O)c1ccc(O)cc1O)NNC(=O)c1cccs1 | -7 | 3 | 7 | -8 | 1 | 2 | 84 | 5 | 0.6 | 4
CC(=O)NC(Cc1cc(C)ccc1C)C(=O)N1CCN(C(=O)c2ccccc2Br)CC1 (configuration not stated) | -16 | -1 | 5 | 0 | -1 | 6 | 100 | 15 | -0.5 | -13
O=C(NCc1ccc(Cl)cc1)c1cc2ccccc2oc1=O | -8 | 1 | -6 | -10 | 2 | -6 | 128 | 1 | 2.4 | -6
CCOC(=O)c1nn(-c2ccc(F)cc2)c(=O)cc1OCC(=O)Nc1ccc(F)c(F)c1 | -2 | -3 | -13 | -4 | 0 | 7 | 97 | 2 | -4.8 | 1
CN1CCN(c2ccc(-c3cc(NC=O)c4ncc(-c5ccc(F)cc5)n4c3)cc2)CC1 | 9 | 1 | 7 | -66 | -11 | -25 | 115 | 3 | 0.0 | .
Cc1ccc(NC(=S)N(CCN2CCOCC2)Cc2ccccc2F)cc1 | -15 | 0 | -6 | 6 | 0 | 0 | 104 | 14 | -0.8 | 2
CCCCCCn1c(=O)n2n(c1=O)[C@@H]1CN(S(=O)(=O)c3ccc(C)cc3)C[C@]1(O)[C@@H](OC(=O)NC1CCCC1)C2 | -2 | 7 | -5 | -6 | -1 | -4 | 96 | -2 | 1.4 | -4
O=S(=O)(Cc1cc(NCc2ccccc2)nc(-c2ccncc2)n1)c1ccccc1 | 1 | 0 | 3 | -39 | -4 | 2 | 101 | -9 | -0.6 | -3
Cc1ccc(NC(=S)N(Cc2cccc(Br)c2)CC2CCC(C(=O)O)CC2)cc1Cl (configuration not stated) | -5 | 2 | 3 | -3 | 0 | -6 | 94 | -3 | -0.9 | -3
CC1=C(C(=O)Nc2cc(-c3cccc(F)c3)[nH]n2)C2(CCCCC2)OC1=O | -1 | 3 | -12 | 10 | -2 | -4 | 101 | 4 | 1.7 | -5
CC(=O)Cc1nsc(NC(=O)c2ccc(Br)o2)n1 | -4 | 5 | 12 | 3 | 3 | -2 | 93 | -7 | -1.1 | 2
CC(=O)OC[C@@H]1CN(Cc2ccccc2)C[C@H](n2cnc3c(N4CCCC4)ncnc32)O1 | -6 | -2 | -4 | -2 | -2 | 17 | 93 | 5 | 0.9 | .
CCOC(=O)c1c(C)[nH]c(C(=O)OCC(=O)c2ccc(OC)cc2OC)c1C | 0 | -15 | 2 | -21 | 0 | -1 | 100 | 16 | 3.0 | -3
COc1cccc(NCCC(=O)c2cccc([N+](=O)[O-])c2)c1 | -9 | -3 | -2 | -35 | -3 | -18 | 98 | 22 | 1.4 | -8
CCC(CC)C(=O)Nc1ccc(C)cc1O | -11 | 0 | 2 | 15 | -1 | -5 | 91 | 5 | 0.4 | -3
O=C(OCc1ccc2c(c1)OCO2)c1cccc(S(=O)(=O)N2CCCCC2)c1 | -10 | -6 | 1 | 0 | -3 | -6 | 98 | 1 | -0.1 | -1
Nc1nc(NCc2ccccc2)nc(NCc2ccccc2)c1[N+](=O)[O-] | -3 | 0 | 3 | -16 | -4 | -3 | 95 | -3 | 2.6 | -13
O=C(CCS(=O)(=O)c1ccc(Br)cc1)Nc1ccc(Br)cc1F | 3 | 6 | -6 | -6 | -1 | -10 | 102 | -1 | 0.3 | 1
Cc1cccc(NC(=O)c2sccc2-n2cccc2)c1C | 4 | -2 | -4 | 1 | 0 | -1 | 96 | 3 | -1.8 | 4
COc1cc(Cl)c(CC(=O)c2c[nH]c3ccccc23)cc1OC | -9 | -8 | 3 | -5 | -4 | -6 | 94 | 8 | 0.1 | -2
CCc1ccc(NC(=O)COC(=O)CN2C(=O)COc3ccccc32)cc1 | -11 | -8 | -3 | -17 | 4 | -2 | 97 | -1 | -1.2 | 2

(continued)
SMILES | NOD2-RIPK2 inh | HTR2A ag | ABHD5 PLIN5 PPI | SRC2 inh | Glyco luc inh | Cardio protect | ABCB6 inh 2 | MC4R antagonist | MC4R ag barr | TLR9-MyD88 inh
COc1cccc(CNC(=O)C2CCCN(S(=O)(=O)c3ccc4c(c3)C(C)(C)C(=O)N4C)C2)c1 (configuration not stated) | -9 | -13 | -1 | -5 | 1 | -10 | 96 | 22 | -1.9 | 2
CCS(=O)(=O)N1CCC(NC(=O)c2ccco2)CC1 | -4 | 7 | 6 | 8 | 3 | 0 | 99 | 6 | -1.9 | 2
COc1ccc2c(c1)[C@H]1[C@H](CO2)[C@H](c2ccccc2)[C@]2(C)C(=O)Nc3ccc(C)cc3C(=O)N12 | -14 | -2 | 4 | 17 | 58* | -2 | 98 | 10 | -0.6 | 2
Cc1ccnc(NC(NC(=O)C(C)C)(C(F)(F)F)C(F)(F)F)c1 | -13 | 2 | -4 | -16 | 2 | 8 | 100 | 0 | -1.2 | -4
O=C(NC(=S)Nc1ccccc1Br)C1CCCCC1 | -7 | -4 | -12 | -19 | 1 | -11 | 94 | 2 | 1.0 | -4
O=C(COc1ccc(S(=O)(=O)N2CCCC2)cc1Cl)NC1CC1 | -4 | 2 | 0 | -4 | -1 | -1 | 97 | 4 | -1.4 | 1
O=S(=O)(Nc1ccccc1N1CCCCC1)c1cccs1 | -1 | 3 | -2 | -16 | 0 | -8 | 102 | -5 | 1.3 | 4
c1ccn2c(Cc3nnc4ccccn34)nnc2c1 | 2 | -2 | -5 | 17 | 2 | -3 | 97 | 0 | -0.9 | -13
CC(=O)Nc1ccc(S(=O)(=O)N(C)CC(=O)NNC(=O)c2cccs2)cc1 | -9 | 0 | 5 | -6 | 1 | 3 | 107 | 9 | -2.9 | -3
Cn1c(=O)cc(C(=O)N/N=C/c2ccc(F)cc2)[nH]c1=O | -3 | 7 | 1 | 22 | 3 | 4 | 98 | -2 | 0.2 | -4
Cc1nc(N)sc1N=Nc1ccc(F)cc1 | 6 | 0 | 0 | -28 | -1 | -3 | 84 | -4 | -2.1 | -1
O=S(=O)(NC1CCN(Cc2ccccc2)CC1)c1cccc(S(=O)(=O)N2CCOCC2)c1 | -4 | -2 | 6 | -9 | -2 | -8 | 95 | 2 | 0.8 | 3
Cc1cc(C(=O)N/N=C/c2cccs2)n[nH]1 | -4 | -3 | 1 | -57 | 1 | -1 | 96 | -4 | -0.1 | .
CCOC(=O)[C@]12CCC=C1N(Cc1ccco1)C(=O)[C@H](CC(=O)NCc1cccc3ccccc13)C2 | -15 | -5 | 16 | 6 | . | . | 98 | . | . | .
O=C(COc1ccc2c(-c3ccccc3)cc(=O)oc2c1)N[C@H](Cc1c[nH]c2ccccc12)C(=O)O | -6 | 4 | 5 | 41 | 3 | -1 | 103 | -2 | -1.6 | -2
O=C(c1cccc(S(=O)(=O)N2CCCC2)c1)N1CCOCC1 | 10 | 2 | 4 | 21 | 1 | 0 | 93 | 3 | -1.5 | 8
Cc1ccc(C(=O)NC2(O)C(=O)c3ccccc3C2=O)cc1C | -9 | -9 | 11 | -2 | 0 | 8 | 95 | 10 | -2.2 | 1
N=C1/C(=C\c2ccc(SCc3ccccc3)o2)C(=O)N=C2SC=NN12 | -6 | 7 | -1 | -10 | 2 | -2 | 107 | 3 | -0.2 | 7
CCOC(=O)CN(c1ccccn1)S(=O)(=O)c1ccc(OC)cc1 | 1 | -2 | 9 | -18 | 0 | 0 | 98 | 5 | 0.2 | 8
CCC(CC)C1C(C#N)=C(N)Oc2n[nH]c(-c3ccccc3)c21 (configuration not stated) | -7 | 0 | -8 | 20 | 1 | 5 | 102 | -3 | 5.8 | -4
O=C(Cn1cnc([N+](=O)[O-])n1)N/N=C/c1cccc2ccccc12 | 0 | -3 | -6 | 22 | -1 | -2 | 96 | -1 | -1.5 | 4
O=C(Nc1ccc(OCC(=O)N2CCOCC2)cc1)c1ccccc1Cl | -19 | 5 | -4 | -30 | -4 | -24 | 94 | 3 | -1.1 | 3
CC(C)N1CC(C(=O)O)CC1=O (configuration not stated) | 6 | 5 | 5 | -7 | 3 | 2 | 95 | -6 | -0.5 | 5
CCOC(=O)c1[nH]c(C)c(C(=O)N2CCc3ccccc32)c1C | 13 | -5 | -3 | 20 | 19 | -2 | 92 | -25 | 2.7 | 12
COc1ccc(OC)c(NC(=O)c2cnn(-c3ccccc3)c2C)c1 | -8 | 2 | 3 | 6 | 1 | -3 | 100 | 1 | -2.6 | -8

Carrying on:
SMILES | NOD2-RIPK2 inh | HTR2A ag | ABHD5 PLIN5 PPI | SRC2 inh | Glyco luc inh | Cardio protect | ABCB6 inh 2 | MC4R antagonist | MC4R ag barr | TLR9-MyD88 inh
O=C(OCC(=O)c1ccc[nH]1)c1ccc(Br)cc1 | -10 | -1 | 6 | -49 | 1 | -4 | 107 | 0 | -0.1 | -2
CN(C)c1ccc(C2Nc3ccccc3C(=O)N2NS(C)(=O)=O)cc1 (configuration not stated) | -4 | 9 | 5 | 2 | 2 | -1 | 98 | 2 | -2.2 | -13
CCOc1ccccc1N(CC(=O)N1CCC(C(N)=O)CC1)S(=O)(=O)c1ccc(SC)cc1 | -11 | 0 | -5 | -18 | 2 | 0 | 93 | -3 | -3.0 | 0
CC(=O)Oc1ccccc1C1C[C@]2(C)CC(=O)NC2N1C(C)=O (some centres not stated) | -1 | 6 | 4 | -16 | 3 | 9 | 105 | 1 | 0.3 | 7
CCOC(=O)CNC1CC(=O)N(c2ccc(Br)cc2)C1=O (configuration not stated) | -7 | 6 | 9 | 8 | 3 | -1 | 99 | 7 | -1.0 | -3
c1ccc(CNc2nc(N3CCOCC3)nc(N3CCOCC3)n2)cc1 | -11 | -2 | 1 | -2 | -4 | 2 | 101 | 0 | 0.6 | 8
COc1cc(CN2CCC(CCC(=O)NC3CC3)CC2)cc(Cl)c1OC | -6 | -6 | 0 | 17 | 3 | 2 | 94 | 0 | -1.3 | -4
CCC(=O)N1CCc2cc(S(=O)(=O)CCC(=O)Nc3cccc(C)n3)ccc21 | -2 | 2 | 0 | 14 | 2 | 3 | 98 | 9 | -2.9 | -5
Cn1c(=O)n(C)c2cc(S(=O)(=O)NCc3ccco3)ccc21 | -5 | 0 | -4 | 1 | 2 | -6 | 98 | 1 | -2.0 | -1
O=C(COc1ccccc1Cl)Nc1nnc(S(=O)(=O)N2CCCC2)s1 | -14 | -1 | -6 | 2 | 0 | 2 | 101 | 1 | 1.1 | 9
CC(C)(C)Cc1nc(-c2ccccn2)no1 | 3 | -4 | -5 | -38 | -6 | -4 | 96 | 1 | -2.0 | -2

This is a subset; the hit share may differ from the screen's.
